Vif-APOBEC3G blk – inhibitors of Vif-APOBEC3G interaction. Q9HC16. 410,000 tested, 0.076% active. Potency, µM (highest dose often 46.1 µM), without a hit: top-dose activity, negative = active, most hits filed as inhibitors. HeLa A3G-eYFP + Vif (tagged APOBEC3G with the HIV-1 protein that degrades it), YFP fluorescence, overnight. AID 602310;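 also: potency is read from the fitted curve at half-maximal effect; % is scaled to controls: 0 for no effect and ±100 for the full control effect; nearly all actives have a fitted effect of over 60% in size; hits raise eYFP signal because A3G escapes Vif-driven loss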
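Read-out is eYFP fluorescence (Ex 488/Em 500-530) from Vif-expressing HeLa A3G-eYFP cells; more signal means A3G escaped Vif-mediated degradation. Cells plated overnight, compound pinned in, incubated overnight at 37 deg C.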
D2 agonist – D2 dopamine receptor (human) agonism; activation, % at 2 µM; 340,000 tested, 0.53% active; HEK293 T-REx D2 cells, calcium flux agonist mode;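 active = activation over 3 SD above normal in the single-dose calcium agonist read, cut at about 30% in these data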; also: 0% is about no effect
Target sequence (P14416 whole entry, looked up): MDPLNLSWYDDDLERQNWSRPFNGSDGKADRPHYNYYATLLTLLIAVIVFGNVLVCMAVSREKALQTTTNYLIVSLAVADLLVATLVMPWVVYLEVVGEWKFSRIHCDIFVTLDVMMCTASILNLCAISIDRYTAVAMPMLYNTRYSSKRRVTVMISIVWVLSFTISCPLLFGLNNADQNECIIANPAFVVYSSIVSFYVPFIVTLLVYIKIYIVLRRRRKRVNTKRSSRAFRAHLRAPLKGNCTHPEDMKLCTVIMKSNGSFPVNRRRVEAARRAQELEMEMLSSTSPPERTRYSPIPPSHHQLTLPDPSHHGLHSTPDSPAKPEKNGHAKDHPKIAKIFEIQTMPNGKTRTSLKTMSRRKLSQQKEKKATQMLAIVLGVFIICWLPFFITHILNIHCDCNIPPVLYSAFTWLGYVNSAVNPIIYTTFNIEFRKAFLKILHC
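Tetracycline-induced HEK293 Trex cells with D2 receptor force-coupled to calcium signaling, plated overnight at 30 C and loaded with no-wash calcium dye. Calcium flux read kinetically for 180 s after compound addition; responses flag agonists.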
12-LOX inh – ALOX12 (human) lipoxygenase inhibition; Potency, µM (highest dose often 108 µM), without a hit: top-dose activity change, negative = inhibition, most hits filed as inhibitors; purified 12hLO, xylenol orange hydroperoxide absorbance; P18054; 580,000 tested, 1.1% active; AID 1671190; also: potency is read from the fitted curve at half-maximal effect; % is scaled to controls: 0 for no effect and ±100 for the full control effect
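Purified human 12hLO at 150 nM in 25 mM Hepes, 0.01% Triton X-100, pH 7.0, preincubated 15 min at room temperature with compound. Reaction started with 40 uM arachidonic acid, 30 min at room temperature. Hydroperoxide measured by Fe-xylenol orange, 573/405 nm absorbance ratio.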
LDHA block – LDHA (human) enzyme inhibition; AID 1347041; 480,000 tested, 0.15% active; activity change, % (values are at about 110 or 230 µM); purified LDHA, NADH/diaphorase-resazurin fluorescence; active compounds read low; P00338; in the data active = activity change below about -30%; inconclusive = mostly about -25% to -30%;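 also: plate controls were DMSO wells for no effect and wells without enzyme for full effect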
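Remaining NADH was detected by diaphorase (0.133 mg/mL) converting 37 µM resazurin to fluorescent resorufin, read at 0 and 20 minutes. The preceding 5-minute room-temperature reaction used 2 nM LDHA, 0.2 mM sodium pyruvate and 0.06 mM NADH at pH 7.4.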
ERG-DNA inh – ERG Ets/DNA interaction inhibition; P11308; fluorescence polarization, His-ERG Ets domain / labelled DNA; Potency, µM (series often up to 76.9 µM), without a hit: top-dose FP activity, negative = inhibition, hits mostly inhibitors; 370,000 tested, 0.028% active; AID 624246; active = well fitted inhibition curve with a large enough effect in the polarisation, with a control signal flat; inconclusive = small, poorly fitted or top-dose-only effect, or effect the other way, or a change in a side signal; inactive = no such curve, though single readings can be large or run the other way; the % refers to the polarisation;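 also: polarization taken with two DNA probes labelled with fluorescein and Texas red; potency is read from the fitted curve at half-maximal effect; % of control where 0% means no effect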
Target sequence (P11308 whole entry, looked up, the tested form may be a part): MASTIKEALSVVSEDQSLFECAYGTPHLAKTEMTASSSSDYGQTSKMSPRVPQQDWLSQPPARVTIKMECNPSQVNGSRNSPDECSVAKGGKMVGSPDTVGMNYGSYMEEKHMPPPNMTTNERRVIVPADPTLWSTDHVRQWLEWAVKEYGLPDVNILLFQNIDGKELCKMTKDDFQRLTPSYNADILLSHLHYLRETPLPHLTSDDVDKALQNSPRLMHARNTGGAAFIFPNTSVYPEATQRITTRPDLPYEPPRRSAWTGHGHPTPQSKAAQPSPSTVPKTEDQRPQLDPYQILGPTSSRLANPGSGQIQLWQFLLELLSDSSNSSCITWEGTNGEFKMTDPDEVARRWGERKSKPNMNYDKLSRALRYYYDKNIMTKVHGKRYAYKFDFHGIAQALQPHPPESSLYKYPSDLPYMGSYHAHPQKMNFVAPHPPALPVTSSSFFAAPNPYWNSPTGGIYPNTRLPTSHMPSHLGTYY
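His-tagged ERG Ets domain (1 uM in the protein solution; 300mM KCl, 50mM Tris-HCl, 1mM EDTA, 1mM DTT, pH 7.5) received compound, then a probe mix of 5 nM fluorescein-DNA and 100nM Texas-615-DNA. Fluorescence polarization was read for both dyes.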
Vif-APOBEC3F blk – blocks the Vif interaction with APOBEC3F. 390,000 tested, 0.2% active. HeLa A3F-eYFP + Vif (tagged APOBEC3F with the HIV-1 protein that degrades it), YFP fluorescence increase. Potency, µM (series often up to 46.1 µM), inactives show at the top dose activity, negative = active; also: potency is read from the fitted curve at half-maximal effect; % of control where 0% means no effect; nearly all actives have a fitted effect of over 65% in size
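HeLa cells stably expressing A3F-eYFP plus Vif, plated and incubated overnight at 37 deg C, then exposed to compounds overnight at 37 deg C. Blocked degradation read as raised yellow fluorescence (Ex 488/Em 500-530).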
GRP78 ERSR act – inducers of ER stress response in human glioma cells; U87-MG GRP78 promoter luciferase reporter, 16 h; Potency, µM, for the others: at the top dose activation, actives largely listed as activators; 420,000 tested, 0.02% active; AID 602332; also: potency is read from the fitted curve at half-maximal effect; series mostly up to about 76 µM; % of control where 0% means no effect; nearly all actives have a fitted effect of over 35% in size
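Stably transfected U87-MG glioma cells carrying a GRP78-based luciferase sensor; 16 h compound incubation. Luminescence end-point read 10 min after Bright-Glo addition at room temperature.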
D2 antag – antagonists of human D2 dopamine receptor. 340,000 tested, 2% active. HEK293 TREx D2 cells, calcium flux, dopamine EC80. inhibition, % at 10 µM; in the data active = inhibition above about 30%; also: 0% is about no effect
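Tetracycline-induced HEK293 T-REx cells expressing D2 force-coupled to calcium signalling were dye-loaded, exposed to compound for 180 s, then challenged with an EC80 of dopamine; calcium flux was followed kinetically for a further 180 s.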
RGS4 inh – inhibitors of human regulator of G protein signaling 4; Transcreener GDP fluorescence polarization, RGS4-accelerated GTP hydrolysis; 390,000 tested, 0.039% active; Potency, µM (highest dose often 114 µM), for inactives: top-dose activity change, negative = inhibition, usual class: inhibitors; also: potency is read from the fitted curve at half-maximal effect; % is scaled to controls: 0 for no effect and ±100 for the full control effect; nearly all actives have a fitted effect of over 75% in size; some results filed as inactive show a strong effect at the top dose
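MLSMR compounds (23 nl, pin-transferred) preincubated 10 min at room temperature with a 500nM (2x) first reagent, then RGS4 at 900nM (2x) plus Transcreener GDP mix added; fluorescence polarization (620/688 nm) read before and after 90 min at 30 °C.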
* marks the source's active call; other numbers are inactive results; u = inconclusive; x = not tested or not shown; & = joins results of further samples; [ ] = remark or other dose. Unless noted, calls follow the shape of the dose curve; as a rule, active = well fitted curve in the direction sought with a large enough effect; inconclusive = small, poorly fitted or top-dose-only effect, or another doubt; inactive = no such curve, though single readings can be large; an effect the other way counts as inactive or inconclusive.

SMILES	Vif-APOBEC3G blk	D2 agonist	12-LOX inh	LDHA block	ERG-DNA inh	Vif-APOBEC3F blk	GRP78 ERSR act	D2 antag	RGS4 inh
CN(Cc1nc(-c2ccncc2)no1)S(=O)(=O)c1ccc(Cl)cc1	-5%	0.4	6%	-1	-14%	-7%	-4%	13	14%
COc1ccc(-c2cn3nc(N4CCCC(C(=O)NCc5ccccc5C)C4)sc3n2)cc1 (stereo not drawn)	3%	0.2	-9%	-5	-1%	2%	0%	x	-36%
O=C1CN(C(=O)c2ccc(Br)o2)C(c2ccccc2)c2cc(Cl)ccc2N1 (stereo not drawn)	-26%	0.6	19%[57.4 µM]	-3	10%	1%	-1%	-8	2%
CCCc1c(C(=O)NNc2cccc(Cl)c2)cnn1-c1ccccc1	-19%	-1.2	u	-3	4%	0%	2%	3	7%
CCCCn1c(=O)c(-[n+]2ccccc2)c([O-])c2ccccc21	-1%	-0.3	-1%	-4	-5%	1%	-3%	-5	-10%
S=c1[nH]nc(Cc2c[nH]c3ccccc23)o1	1%	0.8	u	-11	x	-7%	-1%	41*	-27%
CCOC(=O)N1CCN(C(=O)c2ccc3nc(N4CCC(C)CC4)sc3c2)CC1	1%	x	0%	-1	3%	-17%	1%	x	-11%
CCc1c(-c2ccccc2)nc(N)c(C#N)c1-c1cccs1	2%	0.0	0%	-1	0%	-1%	-5%	-5	3%
COc1ccc(-c2nnn(CC(=O)N(CCCN3CCOCC3)C(C(=O)NC3CCCC3)c3ccc(C)o3)n2)cc1 (stereo not drawn)	-4%	-1.3	1%	-12	24%	-41%	-2%	-13	-6%
COc1cc(S(=O)(=O)NC(Cc2c[nH]c3ccccc23)C(=O)O)ccc1NC(C)=O (stereo not drawn)	0%	0.5	-1%	-13	1%	-7%	-8%	3	-6%
COc1ccc(Cl)cc1-c1cc(C(=O)Nc2ccc(Br)cc2)[nH]n1	-6%	x	-8%	-6	x	x	-3%	x	x
COc1cccc(NC(=O)CN(C)C(=O)C(C)Sc2ccccc2)c1 (stereo not drawn)	3%	-0.1	5%	-2	-11%	u	-5%	6	-9%
CN(C)C(CNC(=O)c1cc(S(=O)(=O)N2CCOCC2)ccc1Cl)c1cccs1 (stereo not drawn)	-6%	x	31%[activator]	-2	8%	-2%	9%	x	-13%
CCCCn1cnc2c([nH]c3ccccc32)c1=O	-12%	-0.4	-5%	-3	5%	2%	1%	15	11%
Cc1cc(NC(=O)COC(=O)CNC(=O)c2cccs2)c([N+](=O)[O-])cc1C	2%	0.9	-6%	-8	0%	3%	-4%	-2	0%
O=S(=O)(Cc1ccccc1)N1CCN(c2ccccc2)CC1	-2%	2.1	-1%	2	7%	-2%	-2%	-11	1%
O=C(NCc1ccccn1)c1ccc(Br)s1	0%	-0.3	18%	-8	-6%	-10%	7%	-2	13%
Cc1cccc(CNC(=O)CC2C(=O)NCCN2C2CCCC2)c1 (stereo not drawn)	-3%	0.4	11%	-2	5%	-4%	-4%	3	-8%
O=[N+]([O-])c1ccccc1/C=C/CN1CCN(Cc2ccc3c(c2)OCO3)CC1	2%	2.5	u	-8	0%	13%	-1%	31*	1%
CCOC(=O)CCNC(=O)N1CCCC(N(C)CCc2ccc(OC)c(OC)c2)C1 (stereo not drawn)	1%	1.2	u	-1	-5%	-4%	-3%	-6	14%
O=C(COc1ccc([N+](=O)[O-])cc1)Nc1ccc(S(=O)(=O)N2CCOCC2)cc1	1%	-2.2	-2%	-2	-1%	-1%	-6%	-7	-10%
CCOC(=O)c1cc(C#N)c(SCC(=O)c2cc(C#N)c(SC)nc2C)nc1C	0%	-0.5	-5%	4	x	-5%	-1%	-11	4%
O=C(Nc1ccccc1Oc1ccccc1)C1=COCCO1	1%	-0.7	445%[activator]	-2	-1%	-6%	0%	9	26%
C=CCn1c(SCc2cccc(F)c2)nc2cc(C(=O)N3CCC(C(N)=O)CC3)ccc2c1=O	0%	1.1	-22%	1	-8%	5%	-3%	6	10%
COc1ccccc1CNS(=O)(=O)c1c(C(=O)N2CCCC2)c(C)n(C)c1C	0%	1.1	12%	-2	0%	-9%	-3%	-25	11%
Cc1ccsc1C(=O)NNC(=O)C1C2C=CC(C2)C1C(=O)O (stereo not drawn)	0%	-2.1	-4%	-6	3%	2%	2%	-7	7%
CC(C)CSc1oc(-c2ccco2)nc1S(=O)(=O)c1ccccc1	-1%	x	u	4&-2	11%	-2%	-1%	x	-21%
CC(C)(C)c1csc(NC(=O)c2cccnc2Cl)n1	-9%	x	u	-7	-3%	4%	3%	x	-8%
COc1cc(NC(=O)c2ccc(-c3cccc([N+](=O)[O-])c3)o2)ccc1NC(=O)C(C)C	1%	-1.5	0%	3	5%	1%	-6%	-12	-11%
COc1cc(C=O)ccc1OCCSc1ccc(C)cc1	0%	-0.7	6%	3	-6%	-1%	4%	-4	-4%

3 compounds picked at random from the list so far:
SMILES	Vif-APOBEC3G blk	D2 agonist	12-LOX inh	LDHA block	ERG-DNA inh	Vif-APOBEC3F blk	GRP78 ERSR act	D2 antag	RGS4 inh
COc1cc(C=O)ccc1OCCSc1ccc(C)cc1	0%	-0.7	6%	3	-6%	-1%	4%	-4	-4%
CC(C)CSc1oc(-c2ccco2)nc1S(=O)(=O)c1ccccc1	-1%	x	u	4&-2	11%	-2%	-1%	x	-21%
O=C(NCc1ccccn1)c1ccc(Br)s1	0%	-0.3	18%	-8	-6%	-10%	7%	-2	13%

Full records, looked up by structure. Order of values: Vif-APOBEC3G blk, D2 agonist, 12-LOX inh, LDHA block, ERG-DNA inh, Vif-APOBEC3F blk, GRP78 ERSR act, D2 antag, RGS4 inh
COc1ccc(-c2nnn(CC(=O)N(CCCN3CCOCC3)C(C(=O)NC3CCCC3)c3ccc(C)o3)n2)cc1 (stereo not drawn) reads -4%, -1.3, 1%, -12, 24%, -41%, -2%, -13, -6%
COc1cccc(NC(=O)CN(C)C(=O)C(C)Sc2ccccc2)c1 (stereo not drawn) reads 3%, -0.1, 5%, -2, -11%, u, -5%, 6, -9%
CN(Cc1nc(-c2ccncc2)no1)S(=O)(=O)c1ccc(Cl)cc1 reads -5%, 0.4, 6%, -1, -14%, -7%, -4%, 13, 14%
COc1ccccc1CNS(=O)(=O)c1c(C(=O)N2CCCC2)c(C)n(C)c1C reads 0%, 1.1, 12%, -2, 0%, -9%, -3%, -25, 11%

Continuation.
SMILES	Vif-APOBEC3G blk	D2 agonist	12-LOX inh	LDHA block	ERG-DNA inh	Vif-APOBEC3F blk	GRP78 ERSR act	D2 antag	RGS4 inh
CCCn1c2ccccc2c2nnc(SCC(=O)Nc3ncccn3)nc21	-4%	-2.2	0%	5	3%	2%	-2%	-5	-39%
CCN(CC)C(=S)Nc1ccc(OC)cc1	2%	x	7%	-3	-8%	-7%	-1%	x	-12%
Cn1c(C2CCCCC2)nc2cc(N)ccc21	5%	0.9	7%	1	-10%	u	-1%	3	-20%
O=S(=O)(c1ccccc1)N1CCN(S(=O)(=O)c2ccc(F)cc2)CC1	1%	0.2	17%	-10	2%	3%	1%	-5	0%
COc1cc(C2C(C(=O)c3ccco3)=C(O)C(=O)N2CC2CCCO2)ccc1O (stereo not drawn)	-4%	0.9	-26%	4	-1%	0%	-2%	-2	-4%
COc1ccc(C(=O)NC2CC2)cc1OC1CCN(Cc2cc(C)c(C)cc2C)CC1	-1%	-0.4	2%	-2	-2%	9%	-2%	-12	17%
OCCN1CCN(CC(O)COc2ccc(Cl)cc2)CC1 (stereo not drawn)	1%	-0.1	u	-6	-1%	-8%	-1%	-2	15%
CC(=O)c1c(C)oc2ccc(N(C(=O)c3ccncc3)S(=O)(=O)c3ccccc3)cc12	-1%	1.9	-8%	-11	3%	-7%	17%	14	12%

Rewritten as a markdown table: part of the list above.
| compound | Vif-APOBEC3G blk | D2 agonist | 12-LOX inh | LDHA block | ERG-DNA inh | Vif-APOBEC3F blk | GRP78 ERSR act | D2 antag | RGS4 inh |
| --- | --- | --- | --- | --- | --- | --- | --- | --- | --- |
| Cn1c(C2CCCCC2)nc2cc(N)ccc21 | 5% | 0.9 | 7% | 1 | -10% | u | -1% | 3 | -20% |
| O=S(=O)(c1ccccc1)N1CCN(S(=O)(=O)c2ccc(F)cc2)CC1 | 1% | 0.2 | 17% | -10 | 2% | 3% | 1% | -5 | 0% |
| COc1cc(C2C(C(=O)c3ccco3)=C(O)C(=O)N2CC2CCCO2)ccc1O (stereo not drawn) | -4% | 0.9 | -26% | 4 | -1% | 0% | -2% | -2 | -4% |
| COc1ccc(C(=O)NC2CC2)cc1OC1CCN(Cc2cc(C)c(C)cc2C)CC1 | -1% | -0.4 | 2% | -2 | -2% | 9% | -2% | -12 | 17% |

Screens from PubChem BioAssay.

Only part of the results is shown (hit frequency here may not be typical).
